Source: PubChem (National Center for Advancing Translational Sciences (NCATS))
AMA1 RON2 block: disrupts binding of P. falciparum AMA1 to RON2; AlphaScreen AMA1-biotinylated RON2 peptide binding; 360,000 tested, 0.2% active; Potency, µM (titrated, usually from 58.2 µM), for the others: at the highest dose activity change, negative = inhibition, usual class: inhibitors;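 further: potency means the concentration at half of the fitted maximal effect; 0% = vehicle wells and -100% = peptide control; nearly all actives have a fitted effect of over 45% in size; some results filed as inactive show a strong effect at the top dose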
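AMA1 (3D7) with his tag at 25 nM final met compounds first, then biotinylated RON2 peptide at 25 nM; detection used donor plus acceptor beads, 10 µg/mL apiece, read by AlphaScreen after 30 min at room temperature.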
HCMV antiviral: inhibitors of human cytomegalovirus; activity change, negative = inhibition, % at 57.5 µM; HFF cells, HCMV-luciferase reporter, 72 h; stronger effect = lower value; 410,000 tested, 4.5% active; AID 1259415; in the data active means activity change below about -60%; inconclusive means no clear call, values can overlap the other calls; inactive means above about -39%; further: on the % scale 0 is the no-effect control and ±100 the full control effect
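HFF cells seeded 16 h at 37C, treated with compounds, infected with luciferase-reporter HCMV at MOI 1 PFU/cell; luciferase read at 72 h post infection, normalized to buffer-only and Salinomycin controls.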
Shiga toxin inh: blocks Shiga toxin action in Vero cells | Vero cells, Shiga toxin protein synthesis inhibition reporter | inhibition, % at 38.7 µM | 290,000 tested, 9.2% active | AID 2315; in the data active means inhibition mostly above about 28%, no sharp cut-off; inactive means mostly below about 43%; further: 0% is about no effect
AmpC inh no detg: inhibitors of E. coli AmpC beta-lactamase without detergent | Potency, µM (titrated, usually from 57.1 µM), for inactives: at the highest dose activity change, negative = inhibition, most hits filed as inhibitors | AmpC nitrocefin hydrolysis, absorbance 480 nm, 0.0001% Triton | P00811 | 330,000 tested, 0.52% active | AID 485341;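 further: potency means the concentration at half of the fitted maximal effect; plate controls were no compound for no effect and no enzyme for full effect; nearly all actives have a fitted effect of over 20% in size; some results filed as inactive show a strong effect at the top dose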
Target sequence (P00811 whole entry, looked up): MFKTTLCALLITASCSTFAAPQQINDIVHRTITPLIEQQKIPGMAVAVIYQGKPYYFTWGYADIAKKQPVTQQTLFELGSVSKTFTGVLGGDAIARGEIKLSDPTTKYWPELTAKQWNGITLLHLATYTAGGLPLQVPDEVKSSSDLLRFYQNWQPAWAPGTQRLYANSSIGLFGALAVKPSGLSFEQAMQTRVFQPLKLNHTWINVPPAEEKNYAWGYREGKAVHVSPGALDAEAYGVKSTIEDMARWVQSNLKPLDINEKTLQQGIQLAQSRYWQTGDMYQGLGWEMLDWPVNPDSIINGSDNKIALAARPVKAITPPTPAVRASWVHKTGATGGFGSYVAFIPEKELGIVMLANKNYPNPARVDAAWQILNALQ
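20 mM phosphate pH 7.0 + 0.01% (detergent screen) or 0.0001% Triton X-100; 5.3 nM AmpC reagent; cpd preinc 15 min RT; nitrocefin (800 uM stock) to start; A480 q20 s × 4 min; Activity was normalised to no-enzyme and no-compound control wells.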
AmpC inh detg: inhibitors of E. coli AmpC beta-lactamase with detergent | 370,000 tested, 0.041% active | Potency, µM (titrated, usually from 114 µM), inactives show at the top dose activity change, negative = inhibition, hits mostly inhibitors | AmpC hydrolysis of nitrocefin, absorbance 480 nm, 0.01% Triton;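 further: potency means the concentration at half of the fitted maximal effect; 0% = no-compound wells and -100% = no-enzyme wells; nearly all actives have a fitted effect of over 25% in size; some results filed as inactive show a strong effect at the top dose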
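20 mM phosphate pH 7.0 + 0.01% (detergent screen) or 0.0001% Triton X-100; 5.3 nM AmpC reagent; cpd preinc 15 min RT; nitrocefin (800 uM stock) to start; A480 q20 s × 4 min; Activity was normalised to no-enzyme and no-compound control wells.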
FBPA Giardia inh: Giardia lamblia aldolase inhibition. purified Giardia FBPA. Potency, µM (doses to about 59.6 µM), inactives show at the top dose activity, negative = inhibition, most hits filed as inhibitors. A8B2U2. 290,000 tested, 0.71% active. AID 2451; further: potency means the concentration at half of the fitted maximal effect; on the % scale 0 is the no-effect control and ±100 the full control effect; nearly all actives have a fitted effect of over 55% in size
Target sequence (A8B2U2 whole entry, looked up): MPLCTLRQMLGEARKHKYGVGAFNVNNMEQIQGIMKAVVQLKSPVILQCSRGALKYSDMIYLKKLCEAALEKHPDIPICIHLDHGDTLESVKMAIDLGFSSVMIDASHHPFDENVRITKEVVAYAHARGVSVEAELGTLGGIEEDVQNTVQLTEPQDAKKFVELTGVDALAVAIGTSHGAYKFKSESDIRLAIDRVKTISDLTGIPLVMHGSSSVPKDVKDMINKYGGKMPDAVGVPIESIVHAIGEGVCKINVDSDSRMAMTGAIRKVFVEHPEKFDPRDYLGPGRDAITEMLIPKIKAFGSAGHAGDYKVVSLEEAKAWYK
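Giardia FBPA (40 nM reagent) was preincubated 10 min at RT with compound (up to 57.5 uM final), then substrate plus GAPDH/TPI/NAD/arsenate coupling system with diaphorase/resazurin was added; resorufin fluorescence (525/598 nm) was read after 20 min.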
CHX counter: counter-screen for Shiga toxin inhibitors: cycloheximide protein synthesis inhibition. AID 2314. cell reporter, cycloheximide protein synthesis inhibition counterscreen. 300,000 tested, 12% active. max response, %; in the data active means max response mostly above about 13%, no sharp cut-off; inactive means mostly below about 14%; further: read at 38.3 µM for the half of the compounds with a filed dose; 0% is about no effect
An asterisk follows results filed as active; & = joins results of further samples; [ ] = remark or other dose. Unless noted, the call rests on the fitted dose curve; in most records, active means well fitted curve in the direction sought with a large enough effect; inconclusive means small, poorly fitted or top-dose-only effect, or another doubt; inactive means no such curve, though single readings can be large; an effect the other way counts as inactive or inconclusive. This is a random part of the collection (roughly 16% active in at least one column).

Cc1cc(/C=C(/C#N)C(=O)O)c(C)n1-c1cccc2ccccc12 was read as AMA1 RON2 block -2%, Shiga toxin inh 21, AmpC inh no detg -28%, AmpC inh detg -1%, FBPA Giardia inh 19% and CHX counter -3.
`Oc1ccc(N=Cc2ccc(OCc3ccccc3)cc2)cc1` gave AMA1 RON2 block 35%[activator], HCMV antiviral -19, Shiga toxin inh 80*, AmpC inh no detg -26%, AmpC inh detg 2%, FBPA Giardia inh 20µM* and CHX counter 44*.
For COC(=O)CCCNC(=O)c1ccc2[nH]c(C)c(C)c2c1 the results were AMA1 RON2 block -1%, HCMV antiviral 76, Shiga toxin inh 27, AmpC inh no detg 16%, AmpC inh detg 1%, FBPA Giardia inh -7% and CHX counter 17.
`O=C(NCCc1c[nH]c2ccccc12)C1Cc2ccccc2CN1C(=O)c1ccco1` (stereo unspecified) gave AMA1 RON2 block -4%, HCMV antiviral 44, Shiga toxin inh 25, AmpC inh no detg -12%, AmpC inh detg -3%, FBPA Giardia inh 8% and CHX counter 6.
Screening CCC(C)(C)NC(=O)CN(C(=O)CNS(=O)(=O)c1ccc(C)cc1)c1ccc2c(c1)OCCO2 returned AMA1 RON2 block 0%, HCMV antiviral 19, Shiga toxin inh -12, AmpC inh no detg 14%, AmpC inh detg -9%, FBPA Giardia inh 5% and CHX counter -2.
For COCCNC(=O)CCCn1c(=O)c2cc(OC)c(OC)cc2n(CC(=O)NCCC2=CCCCC2)c1=O the results were AMA1 RON2 block 2%, HCMV antiviral -24, Shiga toxin inh 39, AmpC inh no detg -1%, AmpC inh detg 1%, FBPA Giardia inh -1% and CHX counter 6.
`C=CCn1c(O)c(CN2CCN(Cc3ccccc3)CC2)c(C)c(C#N)c1=O` gave AMA1 RON2 block 6%, HCMV antiviral 22, Shiga toxin inh -14, AmpC inh no detg -28%, AmpC inh detg 1%, FBPA Giardia inh inconclusive and CHX counter 9.
Screening CCC1CCC(C(=O)NNC(=O)OC)CC1 (stereo unspecified) returned AMA1 RON2 block -26%, HCMV antiviral -36, Shiga toxin inh -12, AmpC inh no detg -3%, AmpC inh detg -13%, FBPA Giardia inh 3% and CHX counter -4.
`Cn1c(N2CCN(S(=O)(=O)c3ccc(Cl)cc3)CC2)nc2ccccc21` gave AMA1 RON2 block -1%, HCMV antiviral -61*, Shiga toxin inh -17, AmpC inh no detg -7%, AmpC inh detg 0%, FBPA Giardia inh 3% and CHX counter 0.
`CCc1ccc(-c2cc3c(=O)n(CC(=O)NCCCN4CCC(Cc5ccccc5)CC4)nc(C)n3n2)cc1` gave AMA1 RON2 block -21%, HCMV antiviral -4, Shiga toxin inh -6, AmpC inh no detg 1%, AmpC inh detg 0% and CHX counter 0.

Filtered by structure: the compounds so far containing an NH in an aromatic ring
For COC(=O)CCCNC(=O)c1ccc2[nH]c(C)c(C)c2c1 the results were AMA1 RON2 block -1%, HCMV antiviral 76, Shiga toxin inh 27, AmpC inh no detg 16%, AmpC inh detg 1%, FBPA Giardia inh -7% and CHX counter 17.
`O=C(NCCc1c[nH]c2ccccc12)C1Cc2ccccc2CN1C(=O)c1ccco1` (stereo unspecified) gave AMA1 RON2 block -4%, HCMV antiviral 44, Shiga toxin inh 25, AmpC inh no detg -12%, AmpC inh detg -3%, FBPA Giardia inh 8% and CHX counter 6.

(cont.)
Screening O=C(NC(=O)c1ccccc1)Nc1ccc(-c2cnco2)cc1 returned AMA1 RON2 block -5%, HCMV antiviral 47, Shiga toxin inh 63*, AmpC inh no detg -15%, AmpC inh detg 4%, FBPA Giardia inh 1% and CHX counter 32*.
O=C(NCCC(c1ccccc1)c1ccccc1)c1cnccn1 was read as AMA1 RON2 block -4%, HCMV antiviral 2, Shiga toxin inh 20, AmpC inh no detg 19%, AmpC inh detg 3%, FBPA Giardia inh 1% and CHX counter 9.
Screening O=C(C[C@@H]1C/C=C\C[C@H](NC(=O)OCC2c3ccccc3-c3ccccc32)C(=O)OC[C@H]2CCCN2C1=O)N[C@@H](CO)Cc1ccccc1 returned AMA1 RON2 block -2%, HCMV antiviral -8 and AmpC inh no detg 201%[activator].
COC(=O)C1(C)CCc2cc(OC)ccc2C1=O (stereo unspecified) was read as AMA1 RON2 block 11%, HCMV antiviral 27, Shiga toxin inh 3, AmpC inh no detg -13%, AmpC inh detg inconclusive, FBPA Giardia inh 0% and CHX counter 9.
Cn1nnnc1SCC(=O)NCc1cccs1 was read as AMA1 RON2 block 4%, HCMV antiviral 15, Shiga toxin inh 11, AmpC inh no detg -25%, AmpC inh detg -1%, FBPA Giardia inh 4% and CHX counter -3.
Screening O=C(NN=C1CCCC1)c1ccccc1O returned AMA1 RON2 block 2%, HCMV antiviral 60, Shiga toxin inh 58*, AmpC inh no detg -32%, AmpC inh detg -9%, FBPA Giardia inh -6% and CHX counter 18*.
Screening CC[C@H](C)[C@H](NC(N)=O)C(=O)Nc1ccc(S(=O)(=O)NC(C)C)cc1 returned AMA1 RON2 block 43%[activator], HCMV antiviral -25, Shiga toxin inh 3, AmpC inh no detg -10%, AmpC inh detg 1%, FBPA Giardia inh 3% and CHX counter -1.
O=C(Nc1ccccc1)Nc1ccccc1C(=O)NCC1CC1 was read as AMA1 RON2 block -11%, HCMV antiviral -4, Shiga toxin inh 3, AmpC inh no detg -38%, AmpC inh detg -3%, FBPA Giardia inh 0% and CHX counter 12.
Screening Brc1cc(Cc2nnc(-c3ccccc3)o2)c(Br)s1 returned AMA1 RON2 block 3%, HCMV antiviral 1, Shiga toxin inh 24, AmpC inh no detg -25%, AmpC inh detg -8%, FBPA Giardia inh 0% and CHX counter 14*.
`COc1ccc(CNC(=O)c2ccc3c(c2)NC(=O)C(C)S3)cc1` (stereo unspecified) gave AMA1 RON2 block 2%, HCMV antiviral 0, Shiga toxin inh 37*, AmpC inh no detg -40%, AmpC inh detg 7%, FBPA Giardia inh -17% and CHX counter 21*.
For CN(C(=O)COC(=O)C1CCN(S(=O)(=O)c2c(Cl)cccc2Cl)CC1)C1CCS(=O)(=O)C1 (stereo unspecified) the results were AMA1 RON2 block -8%, HCMV antiviral 5, AmpC inh no detg 104%[activator] and AmpC inh detg 2%.
O=C(CSc1ccccc1C(=O)O)c1ccccc1 was read as AMA1 RON2 block -2%, HCMV antiviral -6, Shiga toxin inh 21, AmpC inh no detg -13%, AmpC inh detg -3%, FBPA Giardia inh 2% and CHX counter 7.
COc1cccc(CNC(=O)c2ccc(C)c(S(=O)(=O)N3CCCCC3)c2)c1 was read as AMA1 RON2 block -2%, HCMV antiviral -22, AmpC inh no detg -27% and AmpC inh detg 2%.
For CC(/C=C/C=C/c1ccccc1)=N/NC(=O)c1ccc2c(c1)OCCO2 the results were AMA1 RON2 block 33%[activator], HCMV antiviral -16, Shiga toxin inh 63*, AmpC inh no detg -9%, AmpC inh detg -3%, FBPA Giardia inh 7% and CHX counter 31*.
CNCCOc1ccccc1OC(C)C was read as AMA1 RON2 block -25%, HCMV antiviral -9, Shiga toxin inh -3, AmpC inh no detg -5%, AmpC inh detg 4%, FBPA Giardia inh inconclusive and CHX counter -7.
`CC1(C)CC(=O)C(C=NCCN2CCN(C(=O)Cc3ccccc3)CC2)=C(O)C1` gave AMA1 RON2 block 50%[activator], HCMV antiviral 16, Shiga toxin inh -11, AmpC inh no detg 32%, AmpC inh detg -18%, FBPA Giardia inh 1% and CHX counter -1.
`CC1CCN(CCCNC(=O)C2CCN(S(=O)(=O)N3CCC4(CC3)OCCO4)CC2)CC1` gave AMA1 RON2 block 0%, HCMV antiviral -26, Shiga toxin inh -11, AmpC inh no detg -5%, AmpC inh detg inconclusive, FBPA Giardia inh -4% and CHX counter 1.
CCCCCn1c(N)c(C(=O)NCCN2CCOCC2)c2nc3ccccc3nc21 was read as AMA1 RON2 block 28%, HCMV antiviral -40, Shiga toxin inh -2, AmpC inh no detg 169%[activator], AmpC inh detg -9%, FBPA Giardia inh -15% and CHX counter 6.
Screening CCCC1CCc2c(c3ccccc3[nH]c2=O)O1 (stereo unspecified) returned AMA1 RON2 block -6%, HCMV antiviral 29, Shiga toxin inh -15, AmpC inh no detg -16%, AmpC inh detg -7%, FBPA Giardia inh 0% and CHX counter -2.
`O=C(NC(C(=O)c1ccccc1)N1CCCCCC1)c1ccco1` (stereo unspecified) gave AMA1 RON2 block 1%[2.32 µM], HCMV antiviral -15, Shiga toxin inh -9, AmpC inh no detg -16%, AmpC inh detg 0%, FBPA Giardia inh -9% and CHX counter -4.
CCN(C(=O)COC(=O)/C=C/c1ccccc1[N+](=O)[O-])C1CCS(=O)(=O)C1 (stereo unspecified) was read as AMA1 RON2 block 4%, HCMV antiviral 67, Shiga toxin inh 45, AmpC inh no detg -1%, AmpC inh detg inconclusive, FBPA Giardia inh -5% and CHX counter 12.
`O=C(CCNS(=O)(=O)c1ccc2c(c1)CCC(=O)N2)Nc1ccc(F)c(F)c1` gave AMA1 RON2 block 4%, HCMV antiviral -9, Shiga toxin inh -4, AmpC inh no detg -11%, AmpC inh detg -3% and CHX counter -2.
Screening CCOC(=O)c1cccc(NC(=O)/C(=C\c2ccccc2)NC(=O)c2ccccc2Cl)c1 returned AMA1 RON2 block 0%, HCMV antiviral 35, Shiga toxin inh -19, AmpC inh no detg -23%, AmpC inh detg 4%, FBPA Giardia inh 3% and CHX counter -5.
For COc1cccc(Cn2nc3c4cc(F)ccc4n(Cc4ccc(F)cc4)cc-3c2=O)c1 the results were AMA1 RON2 block -14%, HCMV antiviral -23, Shiga toxin inh 12, AmpC inh no detg -15%, AmpC inh detg -2%, FBPA Giardia inh 9% and CHX counter 1.
`CCn1cc(C(=O)NCc2ccco2)c(=O)c2cc(S(=O)(=O)N3CC(C)CC(C)C3)ccc21` (stereo unspecified) gave AMA1 RON2 block 4%, HCMV antiviral -11, Shiga toxin inh -8, AmpC inh no detg 16%, AmpC inh detg 2%, FBPA Giardia inh -6% and CHX counter -1.
Screening CC1(c2ccc(Cl)cc2)NC(=O)N(CC(=O)NCc2cccs2)C1=O (stereo unspecified) returned AMA1 RON2 block 8%, HCMV antiviral -23, Shiga toxin inh -4, AmpC inh no detg -16%, AmpC inh detg -10%, FBPA Giardia inh 1% and CHX counter 4.
`CCC(=O)N1CCc2cc(S(=O)(=O)CCC(=O)NCc3ccc(OC)cc3)ccc21` gave AMA1 RON2 block -2%, HCMV antiviral -5&6, Shiga toxin inh 9, AmpC inh no detg -4%, AmpC inh detg 4%&3%, FBPA Giardia inh 11% and CHX counter 11.
`CCC(COC)NC(=O)c1ccc(OC)c(OC2CCN(C(C)=O)CC2)c1` (stereo unspecified) gave AMA1 RON2 block 3%, HCMV antiviral -29, Shiga toxin inh 12, AmpC inh no detg -18%, AmpC inh detg -3%, FBPA Giardia inh 10% and CHX counter -2.
